GRK2 aptamer HTS: blocks RNA aptamer binding to human GRK2 | P25098 | bead flow cytometry, FAM-aptamer displacement from GRK2 | inhibition of aptamer binding, % at 10 µM | 330,000 compounds, 0.59% hits;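 active = inhibition of aptamer binding above 40%, roughly 3 SD of noise, on plates passing a quality check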;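 note: median bead fluorescence of bound FAM aptamer so fluorescent compounds give negative values; no value below 0 was filed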
BCLXL inh: inhibitors of human Bcl-xL. GST-Bcl-xL / FITC-Bim BH3 peptide fluorescence polarization. 320,000 compounds, 0.7% hits. AID 2129. Q07817. inhibition, % at 10.9 µM;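 active = inhibition above the mean of all tested compounds plus 3 SD, cutoff set per campaign, cut at about 30% in these data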;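 note: 0% = DMSO wells and 100% = unlabeled Bim-BH3 peptide competitor; inhibitors lower millipolarization by displacing the labeled peptide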
PME-1 primary: PME-1 (human) inhibition; Q9Y570; recombinant PME-1, FP-Rh probe fluorescence polarization; inhibition, % at 5.9 µM; 320,000 compounds, 0.53% hits; AID 2130;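 active = inhibition above the campaign mean of all compounds plus 3 SD, cut at about 26% in these data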;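 note: competitive labeling of PME-1 active site by serine hydrolase directed probe; 0% = PME-1 with DMSO and 100% = wells lacking PME-1 enzyme; inhibitors block probe labeling so polarization falls and inhibition rises; many of its hits are not listed in these tables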
MEX-5 binding: C. elegans MEX-5 TCR-2 RNA binding activity. Q9XUB2. MEX-5/FITC-TCR2 RNA binding, fluorescence polarization; stronger effect = lower value. activity score (negative = inhibition of binding), % at 10 µM. 300,000 compounds, 0.38% hits;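 active = inhibition past about -25% in most replicates, and total fluorescence under double the plate's negative control median, limit read from the data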;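 note: 0% = DMSO and -100% = 5 µM competing unlabeled TCR2 RNA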
GLD-1 RNA inh: GLD-1-TGE RNA interaction inhibition (C. elegans); purified GLD-1 + fluorescein TGE RNA, fluorescence polarization; inhibition, % at 5.96 µM; 320,000 compounds, 0.44% hits; AID 2280;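 active = percent inhibition above a per-plate cutoff, the plate mean of test compounds plus 3 SD, cut at about 30% in these data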;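 note: 0% = DMSO wells with GLD-1 and probe and 100% = wells lacking GLD-1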
VLA-4 inh: inhibition in a human VLA-4 binding assay. P13612. VLA-4 expressing cells, ligand binding flow cytometry. inhibition, % (about 7 µM as worked out from the volumes in the protocol). 330,000 compounds, 0.2% hits. AID 2557; in the data active = inhibition above about 50%
Target sequence (P13612 whole entry, looked up): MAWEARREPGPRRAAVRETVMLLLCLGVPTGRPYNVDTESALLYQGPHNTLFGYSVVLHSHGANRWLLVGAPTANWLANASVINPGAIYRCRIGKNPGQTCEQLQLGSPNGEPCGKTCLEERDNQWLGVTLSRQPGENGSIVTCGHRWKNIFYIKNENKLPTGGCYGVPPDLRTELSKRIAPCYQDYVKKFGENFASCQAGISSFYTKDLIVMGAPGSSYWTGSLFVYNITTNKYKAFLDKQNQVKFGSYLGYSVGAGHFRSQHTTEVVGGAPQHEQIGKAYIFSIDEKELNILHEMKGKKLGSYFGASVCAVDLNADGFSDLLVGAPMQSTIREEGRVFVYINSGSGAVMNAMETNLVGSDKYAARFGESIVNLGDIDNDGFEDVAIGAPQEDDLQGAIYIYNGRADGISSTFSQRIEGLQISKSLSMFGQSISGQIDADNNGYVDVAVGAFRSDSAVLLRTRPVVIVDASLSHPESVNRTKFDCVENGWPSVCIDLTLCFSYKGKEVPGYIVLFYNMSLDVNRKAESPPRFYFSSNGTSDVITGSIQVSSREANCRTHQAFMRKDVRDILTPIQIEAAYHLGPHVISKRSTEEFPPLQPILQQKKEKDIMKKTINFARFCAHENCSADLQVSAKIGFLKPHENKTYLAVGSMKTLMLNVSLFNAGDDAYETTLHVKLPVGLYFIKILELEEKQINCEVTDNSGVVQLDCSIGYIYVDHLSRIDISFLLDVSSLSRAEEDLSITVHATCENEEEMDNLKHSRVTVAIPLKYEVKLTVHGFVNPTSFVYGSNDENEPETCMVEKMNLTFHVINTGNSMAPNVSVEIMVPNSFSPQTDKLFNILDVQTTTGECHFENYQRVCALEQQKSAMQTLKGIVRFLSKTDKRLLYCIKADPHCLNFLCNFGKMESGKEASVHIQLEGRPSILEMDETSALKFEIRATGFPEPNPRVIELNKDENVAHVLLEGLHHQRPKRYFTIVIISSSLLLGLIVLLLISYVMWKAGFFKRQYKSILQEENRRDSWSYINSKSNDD
MCL1 BIM primary: disrupts human MCL1 binding to BIM-BH3 peptide. GST-MCL1 / FITC-Bim-BH3 fluorescence polarization. 320,000 compounds, 0.68% hits. inhibition, % at 10.9 µM. AID 2057. Q07820;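 active = inhibition above the mean inhibition of all tested compounds plus 3 SD, set per campaign, cut at about 40% in these data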;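 note: 0% = DMSO wells and 100% = unlabeled Bim-BH3 peptide control; higher means more loss of mP so more displacement of Bim peptide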
Efflux pump inh: inhibitors of Candida antifungal efflux pumps expressed in yeast | 330,000 compounds, 0.44% hits | inhibition, % at 10 µM | AID 485275 | S. cerevisiae Candida pump triplex, Nile Red efflux;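 active = plate passing quality check with inhibition over a set limit, or well fluorescence over plate mean plus 4 SD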;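 note: Nile Red retained in pooled yeast measured as flow cytometry median fluorescence; 0% = buffer negative control and 100% = Enniatin B positive control; higher means more Nile Red kept so more efflux inhibition; some compounds called inactive have numbers as strong as hits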
Fam108B counter: Fam108B inhibition, counter-screen for RBBP9 inhibitors | 300,000 compounds, 0.33% hits | inhibition, % at 9.51 µM | recombinant Fam108B, FP-Rh probe fluorescence polarization;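 active = inhibition above the screen mean inhibition plus 3 SD, computed separately per campaign, cut at about 18% in these data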;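 note: inhibitors lower polarization as less probe binds the enzyme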
Numbers without * were called inactive. Some of the compounds tested; count on the stated rates, not on these rows.

For CN1CCN(C2=Cc3ccc(Cl)cc3Sc3ccc(F)cc32)CC1 the results were GRK2 aptamer HTS 0, BCLXL inh 2, PME-1 primary 2, MEX-5 binding 3.8, GLD-1 RNA inh -1, VLA-4 inh 42, MCL1 BIM primary 2, Efflux pump inh 0.0 and Fam108B counter -1.
`COc1ccc(C(C)=O)cc1CC(=O)Nc1ccc2c(c1)CCC2` gave GRK2 aptamer HTS 0, BCLXL inh -8, PME-1 primary -12, MEX-5 binding -0.5, GLD-1 RNA inh 9, VLA-4 inh -5, MCL1 BIM primary -18, Efflux pump inh 0.3 and Fam108B counter -8.
`O=C(CN1C(=O)NC2(CCCC2)C1=O)NC(c1ccccc1)c1ccccc1` gave GRK2 aptamer HTS 0, GLD-1 RNA inh 9, VLA-4 inh -8 and Efflux pump inh -0.3.
`CCSc1nnc(NC(=O)[C@@H](NC(=O)c2cccc(C)c2)C(C)C)s1` gave GRK2 aptamer HTS 5, BCLXL inh 5, PME-1 primary -4, MEX-5 binding 3.0, GLD-1 RNA inh -4, VLA-4 inh -22, MCL1 BIM primary 0, Efflux pump inh -0.1 and Fam108B counter -4.
CCOC(=O)c1sc2nc(SC)nc(-c3ccccc3)c2c1N was read as GRK2 aptamer HTS 0, BCLXL inh 8, PME-1 primary -4, GLD-1 RNA inh -5, VLA-4 inh 5, MCL1 BIM primary 3, Efflux pump inh 0.0 and Fam108B counter -2.
Screening CC[C@@]1(C(=O)OC)N[C@H](CN(C)C(=O)c2ccccc2)[C@@H]2C(=O)N(Cc3ccccc3)C(=O)[C@@H]21 returned GRK2 aptamer HTS 8, GLD-1 RNA inh 2, VLA-4 inh -6 and Efflux pump inh -0.3.
`Cc1nc2ccc([N+](=O)[O-])cc2c(=O)n1Cc1ccc(Cl)cc1` gave GRK2 aptamer HTS 0, BCLXL inh 6, PME-1 primary -1, MEX-5 binding -1.4, GLD-1 RNA inh -3, VLA-4 inh -2, MCL1 BIM primary 3, Efflux pump inh 0.0 and Fam108B counter 0.
`CCC(=O)Nc1c2c(nn1-c1ccc(C)cc1)CS(=O)(=O)C2` gave GRK2 aptamer HTS 0, BCLXL inh -1, PME-1 primary -1, MEX-5 binding -5.5, GLD-1 RNA inh 4, VLA-4 inh -1, MCL1 BIM primary -5, Efflux pump inh -0.3 and Fam108B counter 2.
Screening O=C(O)C1CCCN(CCC=C(c2ccccc2)c2ccccc2)C1 (stereo unspecified) returned GRK2 aptamer HTS 3, BCLXL inh 2, PME-1 primary -2, MEX-5 binding 0.5, GLD-1 RNA inh 5, VLA-4 inh 10, MCL1 BIM primary -1, Efflux pump inh 0.2 and Fam108B counter 5.
For O=C(c1ccc(F)cc1)c1c[nH]c(C(=O)NCc2cccnc2)c1 the results were GRK2 aptamer HTS 2, BCLXL inh 5, PME-1 primary 9, MEX-5 binding -1.9, GLD-1 RNA inh -5, VLA-4 inh -3, MCL1 BIM primary 1, Efflux pump inh 0.0 and Fam108B counter 3.
`COc1ccc(/C=C(/C(=O)Nc2ccccc2C(=O)NC(C)C)c2ccccc2)cc1` gave GRK2 aptamer HTS 3, BCLXL inh 0, PME-1 primary -7, MEX-5 binding 1.0, GLD-1 RNA inh 3, VLA-4 inh -2, MCL1 BIM primary 4, Efflux pump inh 0.1 and Fam108B counter -15.
Screening Fc1ccccc1/C=C1\CCCC2=C1Nc1ncnn1C2c1ccccc1F (stereo unspecified) returned GRK2 aptamer HTS 3, BCLXL inh 26, PME-1 primary 4, GLD-1 RNA inh 29, VLA-4 inh 3, MCL1 BIM primary 27, Efflux pump inh 0.4 and Fam108B counter -2.
`CC1CCc2c(sc3ncnc(SC(C)C(=O)NCC4CCCO4)c23)C1` (stereo unspecified) gave GRK2 aptamer HTS 1, BCLXL inh 2, PME-1 primary 6, MEX-5 binding 4.7, GLD-1 RNA inh 7, VLA-4 inh -15, MCL1 BIM primary 2, Efflux pump inh 0.2 and Fam108B counter -1.
For O=c1cc(-c2ccc(C(F)(F)F)cc2)oc2ccccc12 the results were GRK2 aptamer HTS 2, GLD-1 RNA inh 5, VLA-4 inh -6 and Efflux pump inh -0.2.
Screening CCN(Cc1ccccc1)C(=O)CCCOc1ccccc1 returned GRK2 aptamer HTS 1, BCLXL inh -1, PME-1 primary 1, MEX-5 binding 2.6, GLD-1 RNA inh 5, VLA-4 inh 11, MCL1 BIM primary -5, Efflux pump inh 0.1 and Fam108B counter 2.
Screening CC(=O)C1=C(C)NC2=C(C(=O)c3ccccc32)C1c1ccccc1 (stereo unspecified) returned GRK2 aptamer HTS 23, BCLXL inh -6, PME-1 primary 17, MEX-5 binding -0.5, GLD-1 RNA inh -1, VLA-4 inh 15, MCL1 BIM primary 1, Efflux pump inh 0.1 and Fam108B counter 5.
`Cc1ccc(C2(c3noc(CN4C[C@@H](C)O[C@@H](C)C4)n3)CCCC2)cc1` gave GRK2 aptamer HTS 2, BCLXL inh 0, PME-1 primary -4, MEX-5 binding -0.4, GLD-1 RNA inh 5, VLA-4 inh -2, MCL1 BIM primary -1, Efflux pump inh 0.0 and Fam108B counter 1.
For CCCCCSc1nnc2c(n1)OC(c1cccn1C)N(C(C)=O)c1ccccc1-2 (stereo unspecified) the results were GRK2 aptamer HTS 0, BCLXL inh 2, PME-1 primary -4, MEX-5 binding -0.9, GLD-1 RNA inh 4, VLA-4 inh 8, MCL1 BIM primary 2, Efflux pump inh 0.2 and Fam108B counter -5.
CN(C)c1ccc(C(=S)N2CCCCC2)cc1 was read as GRK2 aptamer HTS 0, BCLXL inh 4, PME-1 primary -4, MEX-5 binding -3.9, GLD-1 RNA inh 3, VLA-4 inh 4, MCL1 BIM primary 2, Efflux pump inh -0.1 and Fam108B counter -3.
Screening CC(=O)N1N=C(c2ccc(C)cc2)OC1c1ccc(Br)cc1 (stereo unspecified) returned GRK2 aptamer HTS 0, BCLXL inh 1, PME-1 primary 0, MEX-5 binding -0.2, GLD-1 RNA inh 3, VLA-4 inh 2, MCL1 BIM primary -1, Efflux pump inh 0.3 and Fam108B counter -5.
C#CCOCCOCCOCCNc1nc(N2CCN(C(=O)[C@H](CC(N)=O)n3cc(C(N)[C@@H](C)CC)nn3)CC2)nc(N2CCN(C(=O)[C@H](CCCCN)n3cc([C@@H](N)CC(N)=O)nn3)CC2)n1 (stereo partly specified) was read as GRK2 aptamer HTS 0, GLD-1 RNA inh -5, VLA-4 inh -4 and Efflux pump inh 0.0.
`O=C(Cc1c[nH]c2ccccc12)Nc1cccc(S(=O)(=O)N2CCCCC2)c1` gave GRK2 aptamer HTS 0, BCLXL inh -12, PME-1 primary 25, MEX-5 binding -3.4, GLD-1 RNA inh 0, VLA-4 inh -17, MCL1 BIM primary -15, Efflux pump inh 0.1 and Fam108B counter 2.
Screening Cc1ccc(C)c(S(=O)(=O)N2CCCC2CNC(=O)C(=O)NCc2ccccc2)c1 (stereo unspecified) returned GRK2 aptamer HTS 1, BCLXL inh -5, PME-1 primary 0, MEX-5 binding 1.6, GLD-1 RNA inh 2, VLA-4 inh 2, MCL1 BIM primary -8, Efflux pump inh -0.2 and Fam108B counter 1.
`CSCCC(C(=O)N(C)CC(=O)Nc1cccc(F)c1)N1C(=O)c2ccccc2C1=O` (stereo unspecified) gave GRK2 aptamer HTS 2, BCLXL inh 2, PME-1 primary -1, GLD-1 RNA inh 1, VLA-4 inh 4, MCL1 BIM primary -3 and Efflux pump inh -0.2.
COc1ccc(-c2nc(C#N)c(NCc3ccc(F)cc3)o2)cc1OC was read as GRK2 aptamer HTS 0, BCLXL inh 6, PME-1 primary 14, MEX-5 binding -1.2, GLD-1 RNA inh 3, VLA-4 inh 17, MCL1 BIM primary 1, Efflux pump inh 0.0 and Fam108B counter 8.
C=CCN1C(=O)C(O)(CC(=O)c2ccccc2)c2ccccc21 (stereo unspecified) was read as GRK2 aptamer HTS 0, BCLXL inh 3, PME-1 primary -4, MEX-5 binding -0.6, GLD-1 RNA inh 3, VLA-4 inh 14, MCL1 BIM primary 7, Efflux pump inh -0.2 and Fam108B counter -7.
`O=C(CN(C(=O)c1csnn1)c1ccc(Cl)cc1)NC1CCCC1` gave GRK2 aptamer HTS 1, BCLXL inh 4, PME-1 primary -3, MEX-5 binding 2.8, GLD-1 RNA inh 4, VLA-4 inh -5, MCL1 BIM primary 4, Efflux pump inh 0.0 and Fam108B counter 0.
For CCc1nnc(NC(=O)C2CC(=O)N(C3CCCCC3)C2)s1 (stereo unspecified) the results were GRK2 aptamer HTS 2, BCLXL inh 8, PME-1 primary -7, MEX-5 binding -1.9, GLD-1 RNA inh 7, VLA-4 inh 15, MCL1 BIM primary 5, Efflux pump inh 0.1 and Fam108B counter 2.
Screening Cn1ccc(NC(=O)Nc2ccc(Cl)cc2Cl)n1 returned GRK2 aptamer HTS 2, BCLXL inh 4, PME-1 primary -1, MEX-5 binding 1.9, GLD-1 RNA inh 1, VLA-4 inh -4, MCL1 BIM primary 7, Efflux pump inh -0.1 and Fam108B counter -5.
O=C1NCCN(Cc2ccc(F)cc2)C1CC(=O)N1CC=C(c2ccccc2)CC1 (stereo unspecified) was read as GRK2 aptamer HTS 3, BCLXL inh 28, PME-1 primary -10, MEX-5 binding -2.5, GLD-1 RNA inh 28, VLA-4 inh -6, MCL1 BIM primary 19, Efflux pump inh 0.0 and Fam108B counter 0.
O=C(O)c1ccc(-c2nnc(-c3ccc([N+](=O)[O-])cc3)o2)cc1 was read as GRK2 aptamer HTS 1, BCLXL inh 2, PME-1 primary -2, MEX-5 binding -1.6, GLD-1 RNA inh 9, VLA-4 inh 4, MCL1 BIM primary 2, Efflux pump inh -0.2 and Fam108B counter 1.
Screening O=C(CN1C(=O)NC(CCc2ccccc2)C1=O)N1CCCCCC1 (stereo unspecified) returned GRK2 aptamer HTS 1, GLD-1 RNA inh 3, VLA-4 inh -7 and Efflux pump inh 0.1.
Screening COc1ccc2c(c1)c(C(=O)O)c(C)n2CCc1ccc(OC)c(OC)c1 returned GRK2 aptamer HTS 2, BCLXL inh 2, PME-1 primary 0, MEX-5 binding 0.3, GLD-1 RNA inh 6, VLA-4 inh 0, MCL1 BIM primary -9, Efflux pump inh -0.1 and Fam108B counter 0.
CCOC(=O)c1cccc(NC(=O)C2CCCN2S(=O)(=O)c2cccc3cccnc23)c1 (stereo unspecified) was read as GRK2 aptamer HTS 5, BCLXL inh -4, PME-1 primary -4, MEX-5 binding 1.3, GLD-1 RNA inh 3, VLA-4 inh -10, MCL1 BIM primary 0, Efflux pump inh -0.2 and Fam108B counter 2.
For COc1ccc(OC)c(NC(=O)c2ccc(OC3CSC3)cc2)c1 the results were GRK2 aptamer HTS 0, BCLXL inh 0, PME-1 primary -4, MEX-5 binding -1.0, GLD-1 RNA inh 2, VLA-4 inh 10, MCL1 BIM primary -11, Efflux pump inh 0.1 and Fam108B counter 4.
`Cc1onc(-c2ccccc2)c1C(=O)Nc1ccc(S(=O)(=O)NC(C)(C)C)cc1` gave GRK2 aptamer HTS 3, BCLXL inh 6, PME-1 primary 2, MEX-5 binding 4.2, GLD-1 RNA inh -2, VLA-4 inh -1, MCL1 BIM primary -2, Efflux pump inh 0.1 and Fam108B counter -3.
O=C(/C=C/c1ccc(Br)cc1)N1CCN(c2cccc(C(F)(F)F)c2)CC1 was read as GRK2 aptamer HTS 0, BCLXL inh 3, PME-1 primary 0, MEX-5 binding -0.9, GLD-1 RNA inh 9, VLA-4 inh 5, MCL1 BIM primary -4, Efflux pump inh -0.3 and Fam108B counter 1.
